RT RNaseH block: inhibitors of HIV-1 reverse transcriptase RNase H; P04585; RT-RNase H RNA/DNA duplex cleavage, fluorescence; inhibition, % at 10 µM; 65,000 tested, 1.9% active; in the data active means inhibition above about 50%
RmlC RmlD mix: inhibitors of RmlC and RmlD coupled enzymes; RmlC/RmlD coupled enzyme inhibition, 384-well mixture HTS; inhibition, % at 5.5 µM; 110,000 tested, 0.39% active; in the data active means inhibition above about 30%, passing the limit was not always enough; inconclusive means no clear call, values can overlap the other calls; further: strong numbers were not always called active
* marks the source's active call; other numbers are inactive results; i = inactive; ? = inconclusive; · = not tested or not shown. An excerpt. The share of hits here may be higher or lower than overall.

SMILES	RT RNaseH block	RmlC RmlD mix
O=C(O)C1C2C=CC(C2)C1C(=O)OC1CC2CCC1C2 (centres undefined)	-1	9
CC1(C)CC(=O)C2=C(C1)N1C(=C(C#N)C2c2ccccc2Cl)N=C(N)c2ccccc21 (centres undefined)	·	8
O=C(Nc1ccc(-c2cc3ccccc3oc2=O)c(Cl)c1)c1cccnc1	·	11
COc1ccc2cc3cc(C(=O)Nc4ccc5c(c4)OCCO5)oc3nc2c1	10	15
CCOc1cc(C)c(C(C)C)cc1S(=O)(=O)N1CCOCC1	-11	2
Nc1ccc2c(c1)C(=O)N(CCCC(=O)O)C2=O	-2	5
CN(C)CCNC(=O)c1ccc2c(c1)N(Cc1ccc(F)cc1)CCS2	-5	33
CN1CCN(CCCNC(=O)C2CCN(c3nnc(-n4cccc4)s3)CC2)CC1	-4	·
Cc1ccc(C(=O)Nc2ccc(C(=O)/C=C/c3cccs3)cc2)cc1	·	-14
CC(=O)c1ccc2c(c1)C1C=CCC1C(c1ccncc1)N2 (centres undefined)	·	58
Cc1cc(C)c(C)c(S(=O)(=O)NCC(=O)N2CCCC2)c1C	-8	89
C=C(C)[C@H]1CC=C(C)/C(=N/NC(=O)CNc2ccccc2OC)C1	·	7
O=C1OCCC1Sc1nc(-c2ccccc2)cs1 (centres undefined)	-27	5
O=S(=O)(c1ccc(OCC(O)CN2CCCCC2)cc1)N1CCOCC1 (centres undefined)	·	-14
O=C(c1ccco1)N1CCN(c2ncnc3scc(-c4ccccc4)c23)CC1	·	14
O=C(CSCc1ccc(F)cc1)NCc1ccco1	·	-7
CCOc1ccc(C(C)=O)cc1N1C(=O)C2C3C=CC(C3=C(C)C)C2C1=O (centres undefined)	-32	?
CCN(C(=O)COC(=O)c1cc(C)n(-c2ccc(F)cc2)c1C)C1CCS(=O)(=O)C1 (centres undefined)	4	3
Cc1cccc(C)c1NC(=O)CNc1ccccc1	33	1
Cc1ccc(C(N)=O)cc1S(=O)(=O)Nc1cccc(C)c1C	-10	-9

The final 2 records of the part before come first, to join the parts.
SMILES	RT RNaseH block	RmlC RmlD mix
Cc1cccc(C)c1NC(=O)CNc1ccccc1	33	1
Cc1ccc(C(N)=O)cc1S(=O)(=O)Nc1cccc(C)c1C	-10	-9
Cc1ccc(-c2c3c(=O)n(C)c(=O)n(C)c3cn2N2CCOCC2)cc1	-4	5
Cc1ccc(OCC(=O)Nc2ccc(S(=O)(=O)Nc3onc(C)c3C)cc2)cc1	-13	13
C/C(=N\NS(=O)(=O)c1ccc(C)c([N+](=O)[O-])c1)c1cc2ccccc2o1	·	-14
CCn1c(SCC(=O)Nc2cc3oc4ccccc4c3cc2OC)nnc1-c1cccs1	-13	-9
CC1CC(C)CN(CCC(=O)Nc2cccc(Cl)c2)C1 (centres undefined)	-6	-11
Cc1cccc(N=Cc2c(O)n(-c3ccccc3C)c(=O)[nH]c2=O)c1	·	-9
CC(C)(C)NC(=O)/C(=C\c1ccc(Br)cc1)NC(=O)c1cccs1	·	-15
N#CCC(CNc1ncc(C(F)(F)F)cc1Cl)OC(=O)c1cccc([N+](=O)[O-])c1 (centres undefined)	·	7
S=c1[nH]nc(-c2ccco2)n1-c1cccc2ccccc12	54*	12
COCCCNC(=O)Cn1nnc(-c2ccccc2NC(=O)c2ccccc2F)n1	-7	2
CCc1c(C)nc(N)nc1N1N=C1SCC#N	·	-8
CCN(CC)c1ccc2c(c1)oc(=O)c1c(Cl)cc(=O)oc12	-13	12
CCc1nnc(NC(=O)CSc2nc3cccnc3n2C2CCCCC2)s1	1	3
CCn1c(CSc2nc3ccccc3s2)nnc1SCC(=O)c1ccc(O)cc1O	·	2
Cn1nnnc1SCC(=O)c1ccc(Br)s1	·	-20
C=CCOc1ccccc1C1C2=C(CC(C)(C)CC2=O)Nc2c1c(=O)n(C)c(=O)n2C (centres undefined)	-13	·
CCC(CO)NCc1ccc2c(c1)n(C)c(=O)n2C (centres undefined)	1	-3
CC1CCN(S(=O)(=O)N2CCC(C(=O)NCc3cccs3)CC2)CC1	3	3
COc1ccc(-c2cc(C(F)(F)F)n3nc(C(=O)N4CCOCC4)nc3n2)cc1	3	i
COc1ccc(CN2C(=O)CN(C3CCCCCC3)C(=O)C2c2ccc(F)cc2)cc1 (centres undefined)	·	70
Cc1ccc(N2CCN(C(=O)C3CCN(S(=O)(=O)c4cccc5nsnc45)CC3)CC2C)cc1 (centres undefined)	13	·
CCOC(=O)c1ccc(NC(=O)CSc2nnc(C3CC3)n2C)cc1	·	-12
COC(=O)C1=C(C)N(Cc2ccccc2)C(=O)N[C@H]1c1ccccc1	·	6
Cc1cc([N+](=O)[O-])c(NC2CCCCC2)c([N+](=O)[O-])c1	·	5
O=C(CSc1nc2ccccc2[nH]1)Nc1ccc2c(c1)OCCO2	-49	8
O=c1ccsn1Cc1ccccc1	3	4
CCCc1cc(=O)n2[nH]cnc2n1	-6	-10
CN1CCc2nc3ccc(F)cc3c(C(N)=O)c2C1	·	11
O=C(CSc1ccccn1)c1ccc2c(c1)OCO2	-64	8
O=C(c1cccnc1)N1CCN(Cc2ccc3c(c2)OCO3)CC1	0	6
Cc1ccc(S(=O)(=O)NC2(C(F)(F)F)NC(=O)N(C)C2=O)cc1 (centres undefined)	-34	-1
Nn1cc(-c2ccccc2)nc1SCC(=O)N1CCN(S(=O)(=O)c2ccc3ccccc3c2)CC1	·	-11
COc1ccc(-c2nc(C#N)c(NC(C)c3ccccc3)o2)cc1OC (centres undefined)	-12	·
O=c1[nH]c(N2CCOCC2)nc2c1CCCC2	-6	-13
C=CCNC(=O)c1sc(=S)n(-c2ccc(C(=O)OCC)cc2)c1N	76*	-1
COCC(C)n1c(C)cc(C(=O)COC(=O)c2c(C)nn(-c3ccccc3)c2C)c1C (centres undefined)	1	3
O=S(=O)(c1ccccc1)N1CCCCC1c1cccnc1 (centres undefined)	·	16
Cc1ccc(NC(=O)CS(=O)(=O)c2c[nH]c3ccccc23)c(C)c1	3	-10
CC(=O)n1cc([C@@H]2C=C(C(=O)Nc3ccccc3)O[C@H](OCc3ccc(CO)cc3)C2)c2ccccc21	·	-11
CCN(CC)CCCN1C(=O)C(O)=C(C(=O)c2ccc(C)o2)C1c1cccs1 (centres undefined)	3	·
COc1cc2c(cc1OC)C(=O)CC(C)S2 (centres undefined)	·	-5
Cc1ccc(SCc2cc(-c3ccc(Cl)cc3)on2)cc1	·	-63
CC(/C=N/O)Cc1ccc2c(c1)OCO2 (centres undefined)	-9	4
CC(Sc1nnc(N)s1)c1ccccc1Cl (centres undefined)	-13	-11
CCOc1ccc(Oc2nc(Nc3ccc(C)cc3)nc(N(C)C)n2)nn1	-6	8
O=C(NCSc1ccnc(SCNC(=O)c2ccccc2)n1)c1ccccc1	·	7
OC[C@@H](O)[C@@H](O[C@H]1O[C@H](CO)[C@@H](O)[C@H](O)[C@H]1O)[C@H](O)[C@@H](O)CO	·	-13
CC(=O)OC(c1nc2ccccc2c(=O)n1C1CC2(OC1=O)c1ccccc1N1C(=O)C(C)(C)N(O)C12)C(C)C (centres undefined)	·	-7
O=C(c1c(F)cccc1F)N1CCN(c2ccccc2F)CC1	-7	-5
CCOC(=O)Cn1cnc2sc3c(c2c1=O)CCC3	10	5

Additional entries follow:
SMILES	RT RNaseH block	RmlC RmlD mix
[O-][N+]12CCN(CC1)c1ccccc12	-1	0
OCCCNC(=S)Nc1ccc2nc(-c3ccccn3)c(-c3ccccn3)nc2c1	·	8
Cc1ccc2c3c([nH]c2c1C)-c1nonc1CC3	·	-14
O=C(NCCCN1CCCC1)C1CCC(=O)N1C1CCCCC1 (centres undefined)	-19	-14
O=c1cc(-c2ccc(O)c(O)c2)oc2cc(O)cc(O)c12	·	1
CCCS(=O)(=O)N1CCCC(C(=O)NCCCN(C)c2ccccc2)C1 (centres undefined)	-13	6
O=c1c(-c2nc3ccccc3o2)c2oc3ccccc3n2c2ccccc12	-38	9
CCCN(CCC)S(=O)(=O)c1ccc2c(c1)CCCN2C(C)=O	-20	-21
O=C(NC(=S)Nc1ncc(Br)cc1Br)c1cncc(Br)c1	·	-11
CC(C)CCNC(=O)c1c(CSc2ccc(Cl)cc2)noc1C(=O)NCc1ccccc1	·	6

23 of these compounds in a different format.
Each structure is followed by: RT RNaseH block | RmlC RmlD mix
- O=S(=O)(c1ccccc1)N1CCCCC1c1cccnc1 (centres undefined)
 : · | 16
- Cc1ccc(NC(=O)CS(=O)(=O)c2c[nH]c3ccccc23)c(C)c1
 : 3 | -10
- CC(=O)n1cc([C@@H]2C=C(C(=O)Nc3ccccc3)O[C@H](OCc3ccc(CO)cc3)C2)c2ccccc21
 : · | -11
- CCN(CC)CCCN1C(=O)C(O)=C(C(=O)c2ccc(C)o2)C1c1cccs1 (centres undefined)
 : 3 | ·
- COc1cc2c(cc1OC)C(=O)CC(C)S2 (centres undefined)
 : · | -5
- Cc1ccc(SCc2cc(-c3ccc(Cl)cc3)on2)cc1
 : · | -63
- CC(/C=N/O)Cc1ccc2c(c1)OCO2 (centres undefined)
 : -9 | 4
- CC(Sc1nnc(N)s1)c1ccccc1Cl (centres undefined)
 : -13 | -11
- CCOc1ccc(Oc2nc(Nc3ccc(C)cc3)nc(N(C)C)n2)nn1
 : -6 | 8
- O=C(NCSc1ccnc(SCNC(=O)c2ccccc2)n1)c1ccccc1
 : · | 7
- OC[C@@H](O)[C@@H](O[C@H]1O[C@H](CO)[C@@H](O)[C@H](O)[C@H]1O)[C@H](O)[C@@H](O)CO
 : · | -13
- CC(=O)OC(c1nc2ccccc2c(=O)n1C1CC2(OC1=O)c1ccccc1N1C(=O)C(C)(C)N(O)C12)C(C)C (centres undefined)
 : · | -7
- O=C(c1c(F)cccc1F)N1CCN(c2ccccc2F)CC1
 : -7 | -5
- CCOC(=O)Cn1cnc2sc3c(c2c1=O)CCC3
 : 10 | 5
- [O-][N+]12CCN(CC1)c1ccccc12
 : -1 | 0
- OCCCNC(=S)Nc1ccc2nc(-c3ccccn3)c(-c3ccccn3)nc2c1
 : · | 8
- Cc1ccc2c3c([nH]c2c1C)-c1nonc1CC3
 : · | -14
- O=C(NCCCN1CCCC1)C1CCC(=O)N1C1CCCCC1 (centres undefined)
 : -19 | -14
- O=c1cc(-c2ccc(O)c(O)c2)oc2cc(O)cc(O)c12
 : · | 1
- CCCS(=O)(=O)N1CCCC(C(=O)NCCCN(C)c2ccccc2)C1 (centres undefined)
 : -13 | 6
- O=c1c(-c2nc3ccccc3o2)c2oc3ccccc3n2c2ccccc12
 : -38 | 9
- CCCN(CCC)S(=O)(=O)c1ccc2c(c1)CCCN2C(C)=O
 : -20 | -21
- O=C(NC(=S)Nc1ncc(Br)cc1Br)c1cncc(Br)c1
 : · | -11

More compounds:
SMILES	RT RNaseH block	RmlC RmlD mix
O=S(=O)(c1ccc(S(=O)(=O)N(Cc2ccc(F)cc2)C2CCCC2)cc1)N1CCCC1	5	11
Cc1nc2sc(C(c3ccc(Cl)cc3)N3CCOCC3)c(O)n2n1 (centres undefined)	-32	-5
NC(=O)CSc1nnc(C2CC2)n1-c1ccccc1	·	-10
CN(C)S(=O)(=O)N1CCN(C(=O)N2CCCCC2)CC1	-6	-7
CCOC(=O)C1Cc2c([nH]c3ccccc23)CN1 (centres undefined)	-6	7
O=C(Cc1ccccc1)N[C@H](c1ccccc1)P(=O)(O)CO	-4	-2
COC(=O)c1ccc(CSc2nnc(CNC(=O)c3cccs3)o2)o1	-2	-16
COCC(C)NC(=O)NC(=O)c1ccc(Cl)cc1 (centres undefined)	-4	-5
CN1CCN(CCCNC(=O)Cn2nc(-c3ccccc3)ccc2=O)CC1	1	-15
CC1(C)CC(=O)C=C(Nc2ccccc2NC(=O)c2cnccn2)C1	-7	7
C=C(C)Cn1c(SCC#N)nc2ccccc2c1=O	-51	-2
CC(C)C[C@@H](CN(N=O)[C@@H](Cc1ccccc1)CN(C)N=O)N(CCc1ccccc1)N=O	·	3
CC(Oc1cccc2c1OC(C)(C)C2)C(=O)O (centres undefined)	·	7
CSc1nc(N)nc(SCC(=O)c2ccc(C)cc2)c1C#N	-2	-8
N#CC1=C(N)N(c2ccccc2)C(c2ccccc2)C1(C#N)C#N (centres undefined)	0	7
Cc1sc2c(c1C)c(=O)n(-c1ccc(F)cc1)c(=O)n2CC(=O)NCc1ccco1	·	-8
CCOC(=O)c1cnn(-c2ccccn2)c1N	-10	22
C/C(=N\NC(=O)C1COc2ccccc2O1)c1cccs1 (centres undefined)	·	-5
COC(=O)c1cc(N2C(=O)C3C(C2=O)C2(C)C=CC3(C)O2)ccc1Cl (centres undefined)	16	-1
CCn1nc(C(=O)NCCc2ccc(S(N)(=O)=O)cc2)c2ccccc2c1=O	-4	9
CC1(C)C(=O)OC(C(=O)c2ccccc2)C(C)(C)C1=O (centres undefined)	-10	10
C=CCn1c(N)c(C(=O)OCCC)c2nc3ccccc3nc21	-6	2
CC(C)C(=O)NCCn1ccc2ccccc21	2	3
O=C(C1CCN(S(=O)(=O)N2CCOCC2)CC1)N1CCN(c2ccccc2)CC1	-6	25
O=C(COC(=O)c1ccc2c(c1)OCO2)NCc1ccc2c(c1)OCO2	·	-40
COCCNC(=O)CSc1nnc2c(Cl)cc(Cl)cn12	·	-10
O=C1CC(c2cc3c(cc2Br)OCO3)C2=C(CCCC2=O)N1 (centres undefined)	8	·
COc1ccc(/C(O)=C2/C(=O)C(=O)N(CCN(C)C)C2c2ccc(F)cc2)cc1Cl (centres undefined)	-7	3
Cn1c(NC(=O)c2cccc(Cn3cc(Cl)cn3)c2)nc2ccccc21	9	-1
CC(C(=O)Nc1ccccc1-c1ccccc1)N1CCCCC1 (centres undefined)	·	11
CCOC(=O)C1=C(CN2CCSCC2)NC(=O)NC1c1cc(C)ccc1C (centres undefined)	9	25
CCNC(=O)CN(C1CCCCC1)S(=O)(=O)c1ccc(F)cc1	-3	10
CC(C)=CC(=O)Nc1nnc(-c2ccc(F)cc2)s1	·	-11
CC(=O)Nc1c(C)ccc2nsnc12	·	-10
C=CCNC(=O)c1onc(CSc2ccc(OC)cc2)c1C(=O)O	·	4
COC(=O)Cn1nc(-c2ccccc2)c2ccccc2c1=O	3	-6
CCOC(=O)C1CCN(Cc2ccccc2C(F)(F)F)CC1	-8	3
